RXFP1 antag: blocks the human relaxin receptor RXFP1. Q9HBX9. HEK293-RXFP1, relaxin-stimulated cAMP HTRF, 30 min; stronger effect = lower value. activity change, negative = inhibition, % at 57.5 µM. 350,000 compounds, 0.59% hits. AID 1259400;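 active = activity change of -60% or lower, but not beyond a set lower limit; inconclusive = change between -60% and -40%, or beyond the set limit; inactive = change above -40%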; note: % is set by controls: 0 for no effect and ±100 for the full control effect
D2 PAM: D2 dopamine receptor (human) potentiation | P14416 | HEK293 T-REx D2, calcium flux, EC20 dopamine potentiation | potentiation, % at 10 µM | 340,000 compounds, 0.34% hits | AID 485347;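 active = potentiation over 3 SD above the plate norm, cut at about 30% in these data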; note: 0% is about no effect
Target sequence (P14416 whole entry, looked up): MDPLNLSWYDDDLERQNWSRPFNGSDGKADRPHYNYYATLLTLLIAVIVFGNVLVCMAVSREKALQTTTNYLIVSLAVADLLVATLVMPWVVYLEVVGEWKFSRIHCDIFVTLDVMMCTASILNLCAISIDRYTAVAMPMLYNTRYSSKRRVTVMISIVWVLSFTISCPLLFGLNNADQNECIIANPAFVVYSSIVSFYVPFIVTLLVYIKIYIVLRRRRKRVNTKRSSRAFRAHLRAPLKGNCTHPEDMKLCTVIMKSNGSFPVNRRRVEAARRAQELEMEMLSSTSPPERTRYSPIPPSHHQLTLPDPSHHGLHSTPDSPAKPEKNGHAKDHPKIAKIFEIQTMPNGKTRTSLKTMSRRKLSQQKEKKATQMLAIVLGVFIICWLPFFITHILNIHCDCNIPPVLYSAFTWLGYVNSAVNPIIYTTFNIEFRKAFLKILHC
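Tetracycline-induced HEK293 T-REx cells force-coupled to calcium signalling expressed D2; compounds were pin-added after a 10 s baseline, read kinetically 180 s, then an EC20 dopamine challenge followed with a further 180 s calcium read.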
RXFP1 agonist: agonists of human relaxin receptor RXFP1. HEK293T-RXFP1 cAMP TR-FRET, 30 min; response scale: percent of porcine relaxin response, buffer zero. Potency, µM (titrated, usually from 57.5 µM), for the others: at the highest dose activation, hits mostly activators. 370,000 compounds, 0.3% hits; note: potency is the fitted concentration of half-maximal effect; % is set by controls: 0 for no effect and ±100 for the full control effect; nearly all actives have a fitted effect of over 60% in size; many of its hits are not listed in these tables
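Agonist response is measured as cAMP accumulation in an RXFP1-transfected HEK293T line under PDE4 inhibition. Values are scaled between buffer-only and 29 nM porcine relaxin, and EC50s come from standard Hill equation fits.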
Glioma ERSR ind: ER stress response induction in glioma; Potency, µM, for the others: at the highest dose activation, most hits filed as activators; 420,000 compounds, 0.02% hits; AID 602332; U87-MG GRP78 promoter luciferase reporter, 16 h; note: potency is the fitted concentration of half-maximal effect; series mostly up to about 76 µM; % of control where 0% means no effect; nearly all actives have a fitted effect of over 35% in size
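Stably transfected U87-MG glioma cells carrying a GRP78-based luciferase sensor; 16 h compound incubation. Luminescence end-point read 10 min after Bright-Glo addition at room temperature.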
D1 potentiator: human D1 dopamine receptor positive modulation; P21728; HEK293 TREx D1 cells, calcium flux, dopamine EC20 potentiation; potentiation, % at 10 µM; 360,000 compounds, 0.036% hits; AID 504651; in the data active = potentiation above about 30%; note: 0% is about no effect
D1 antagonist: human D1 dopamine receptor antagonism | HEK293 TREx D1 cells, calcium flux, dopamine EC80; stronger effect = lower value | activity change, negative = inhibition, % at 10 µM | 360,000 compounds, 3.2% hits; in the data active = activity change below about -30%; note: % is set by controls: 0 for no effect and ±100 for the full control effect
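Using tetracycline-induced force-coupled D1 Hek293 cells and a calcium dye, signals were followed for 180 s after compound, then for 180 s after EC80 dopamine, to detect inhibitors.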
Vif-APOBEC3F blk: blocks the Vif interaction with APOBEC3F. Potency, µM (highest dose often 46.1 µM), without a hit: at the top dose activity, negative = active. 390,000 compounds, 0.2% hits. HeLa A3F-eYFP + Vif (tagged APOBEC3F with the HIV-1 protein that degrades it), YFP fluorescence increase; note: potency is the fitted concentration of half-maximal effect; % of control where 0% means no effect; nearly all actives have a fitted effect of over 65% in size
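HeLa cells stably expressing A3F-eYFP plus Vif, plated and incubated overnight at 37 deg C, then exposed to compounds overnight at 37 deg C. Blocked degradation read as raised yellow fluorescence (Ex 488/Em 500-530).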
D1 ag: activates the human D1 dopamine receptor. 360,000 compounds, 1% hits. P21728. activation, % at 2 µM. HEK293 T-REx D1 cells, calcium flux, agonist mode; in the data active = activation above about 30%; note: 0% is about no effect
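Tetracycline-induced HEK293 TREx D1 cells, force-coupled to calcium signalling, were dye-loaded with a no-wash calcium kit. Compound was pin-added after a 10 s baseline. Fluorescence was read kinetically at 1 cycle/s for 180 s, with calcium rises flagged as agonism.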
Vif-A3G inh: blocks the Vif interaction with human APOBEC3G; Q9HC16; Potency, µM (doses to about 46.1 µM), for the others: at the top dose activity, negative = active, most hits filed as inhibitors; 410,000 compounds, 0.076% hits; HeLa A3G-eYFP + Vif (tagged APOBEC3G with the HIV-1 protein that degrades it), YFP fluorescence, overnight;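 note: potency is the fitted concentration of half-maximal effect; % is set by controls: 0 for no effect and ±100 for the full control effect; nearly all actives have a fitted effect of over 60% in size; hits raise eYFP signal because A3G escapes Vif-driven loss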
Target sequence (Q9HC16 whole entry, looked up): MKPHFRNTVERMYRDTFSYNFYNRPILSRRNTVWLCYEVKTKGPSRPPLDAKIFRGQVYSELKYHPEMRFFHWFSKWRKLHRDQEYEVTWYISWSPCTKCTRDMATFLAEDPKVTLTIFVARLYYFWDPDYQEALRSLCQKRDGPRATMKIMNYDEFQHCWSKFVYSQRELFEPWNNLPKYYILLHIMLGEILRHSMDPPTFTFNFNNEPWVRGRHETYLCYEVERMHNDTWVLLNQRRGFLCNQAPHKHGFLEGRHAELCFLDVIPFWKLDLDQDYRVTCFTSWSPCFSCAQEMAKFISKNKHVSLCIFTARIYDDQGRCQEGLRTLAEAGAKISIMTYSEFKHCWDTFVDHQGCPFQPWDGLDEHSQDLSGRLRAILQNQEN
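Read-out is eYFP fluorescence (Ex 488/Em 500-530) from Vif-expressing HeLa A3G-eYFP cells; more signal means A3G escaped Vif-mediated degradation. Cells plated overnight, compound pinned in, incubated overnight at 37 deg C.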
Numbers without * were called inactive; ? = inconclusive; nt = not tested or not shown; & = joins results of further samples. Unless noted, calls come from the whole dose curve; as a rule, active = well fitted curve in the direction sought with a large enough effect; inconclusive = small, poorly fitted or top-dose-only effect, or another doubt; inactive = no such curve, though single readings can be large; an effect the other way counts as inactive or inconclusive. Not all compounds are listed; count on the stated rates, not on these rows.

Order of results: RXFP1 antag	D2 PAM	RXFP1 agonist	Glioma ERSR ind	D1 potentiator	D1 antagonist	Vif-APOBEC3F blk	D1 ag	Vif-A3G inh
CN1CCCN(C(=O)COc2ccc(F)cc2F)CC1
→ -3	10	-0.2%	0%	0	11	-7%	2	-2%
O=[N+]([O-])c1ccc(NCCCN2CCOCC2)nc1
→ -5	-2	-1.8%	-1%	0	-4	1%	2	-2%
COc1ccc(C(Nc2ccccc2)P(=O)(Oc2ccccc2)Oc2ccccc2)cc1 (centres undefined)
→ 1	0	0.1%	-6%	2	-10	1%	5	-1%
COc1ccccc1CN1CCN(C(=O)COc2ccccc2)CC1
→ 5	-12	1.3%	-4%	-2	-5	0%	0	1%
CCc1ccc(CN2CCCC(C(=O)c3sccc3C)C2)o1 (centres undefined)
→ -7	-28	0.7%	-3%	-4	0	1%	1	2%
C=C(C)C1(CCCC)C(=O)NC(=S)NC1=O
→ -11	nt	nt	-5%	nt	nt	-4%	nt	-2%
CCC/C=N/O
→ nt	4	0.8%	-3%	-3	nt	9%	2	5%
OC(CN1CCOCC1)c1csc2ccccc12 (centres undefined)
→ 0	nt	nt	-2%	nt	nt	13%	nt	1%
COc1ccc(-c2nc3ccccc3c(=O)n2-c2nccs2)cc1
→ -7	-2	-0.9%	4%	1	7	-6%	4	-1%
CCN(CC)c1ccc(/C=C2/C(=O)NC(=O)N(Cc3ccco3)C2=O)cc1
→ -21	-5	0.2%	-6%	-5	-3	?	1	-10%
Cc1ccc(S(=O)(=O)N(C)CCCC(=O)N2CCN(c3ccccn3)CC2)cc1
→ -10	7	1.1%	-2%	-7	-11	0%	3	7%
Cc1ccc(Cn2nc(C)c(C=O)c2Cl)cc1
→ -13	-3	0.1%	-3%	-5	-36*	7%	2	3%
C=CCn1c(O)c(C(C)=NCCC2=CCCCC2)c(=O)[nH]c1=O
→ -13	-8	1.0%	0%	-2	nt	2%	0	0%
CN1CCc2nc3sc(C#N)c(N)c3c(-c3cccs3)c2C1
→ 0	-13	2.9%	-6%	-4	13	-1%	2	0%
COc1ccc(OC)c(/C=N/OC(=O)Nc2ccc(Cl)cc2)c1
→ 4	-7	0.4%	-2%	-6	8	-11%	2	-3%
COc1ccc(C(C)=O)cc1CC(C(=O)c1ccccc1)N(C)C (centres undefined)
→ 6	9	-0.1%	7%	-3	-1	1%	3	?
Cc1ccc(Cc2c(C)nc3nc(SCC(=O)N4CCC5(CC4)OCCO5)nn3c2C)cc1
→ -1	-7	-0.3%	-3%	-3	-8	-2%	-1	2%
C=CCN1C(=O)NC(=O)/C(=C/c2ccoc2)C1=O
→ 6	12	-0.6%	-5%	-1	4	-9%	8	-12%
CCC(C)n1c(O)c(/C=N/Nc2nc3c(c(=O)n(C)c(=O)n3C)n2C)c(=O)[nH]c1=S (centres undefined)
→ 0	11	4.8%	-6%	-1	0	9%	8	-29%
CCn1c(NN=O)nc2ccccc21
→ 18	-6	-1.2%	-3%	1	2	11µM*	3	3%
CCCCOc1ccc(CN2CCN(CC)CC2)cc1
→ 1	18	1.4%	3%	-5	18	0%	3	6%
O=C(NCc1ccccn1)c1ccccc1Cl
→ -3	-7	0.7%	-6%	0	5	-12%	12	-4%
O=C(CN1CC=C(c2ccccc2)CC1)Nc1cc(Cl)ccc1Cl
→ -4	nt	-0.7%	-2%	4	5	-8%	5	-4%
O=C1NC(=O)C(Nc2ccccc2)C(=O)N1
→ 15	nt	nt	2%	nt	nt	4%	nt	2%
COc1cccc(CNCCc2c[nH]c3ccccc23)c1OC
→ -14	-21	1.6%	-2%	-6	-9	7%	2	0%
CCC(=NCCO)c1c(O)n(-c2ccccc2)c(=O)[nH]c1=O
→ -7	4	0.5%	0%	-5	5	-11%	2	1%
O=C1C2CCCN2C(c2ccncc2)N1c1ccc(Cl)c(Cl)c1 (centres undefined)
→ 7	-6	-1.7%	-1%	1	-2	-15%	1	3%
COc1ccccc1N1CCN(CCc2ccccc2)CC1
→ 9	-32	-1.4%	-2%	-7	-47*	-5%	3	-6%
CCOC1=C(N2CC2)C(=O)C(OCC)=C(N2CC2)C1=O
→ 2	nt	nt	-1%	nt	nt	-4%	nt	-5%
O=C1NC(=S)N(C2CC2)C(=O)/C1=C/c1ccc2c(c1)CCN2CCCCl
→ 6	-2	-0.7%	0%	-4	7	-14%	-1	-3%

Following part
Order of results: RXFP1 antag	D2 PAM	RXFP1 agonist	Glioma ERSR ind	D1 potentiator	D1 antagonist	Vif-APOBEC3F blk	D1 ag	Vif-A3G inh
O=[N+]([O-])c1ccc(N2CCNCC2)cc1Sc1ccccn1
→ -7	5	-1.5%	-1%	2	8	?	4	-5%
CC(C)c1ccc(N2C(=O)NC(=O)/C(=C/c3cnc(-c4ccccc4)nc3)C2=O)cc1
→ -10	-7	1.8%	1%	-6	7	?	3	?
O=C(NC(Oc1ccccc1)C(Cl)(Cl)Cl)c1ccccc1 (centres undefined)
→ -4	-4	-1.4%	-3%	-6	-3	2%	2	1%
O=C(COc1ccccc1)N1CCN(CC(O)COc2ccccc2)CC1 (centres undefined)
→ -10	-15	1.1%	-3%	3	13	nt	1	1%
N/C(=N\N=C\c1ccc(O)cc1O)N[N+](=O)[O-]
→ -1	-4	-1.0%	-3%	1	4	4%	0	-4%
CN1C2CCC1C(COC(=O)c1ccccc1)C(O)C2 (centres undefined)
→ -5	11	5.1%	-2%	-2	13	?	1	3%
O=C1C2CCN(CC2)C1Cc1ccc(OCCOc2ccccc2)cc1 (centres undefined)
→ nt	-1	2.4%	-2%	-8	-11	-1%	14	0%
C=CCCC1(C(C)C)C(=O)NC(=S)NC1=O
→ 5	nt	nt	0%	nt	nt	-2%	nt	0%
CN1C(CC(O)c2ccccc2)CCCC1CC(O)c1ccccc1 (centres undefined)
→ nt	-10	0.3%	0%	-7	-45*	0%	3	-3%
COc1ccc(-n2c(O)c(/C(C)=N/N3CCCCCC3)c(=O)[nH]c2=O)cc1
→ -4	3	-0.6%	2%	-2	-4	0%	1	0%
CN1CC(C(=O)c2cccc(C(F)(F)F)c2)C(c2ccc(Cl)cc2)C1 (centres undefined)
→ -29	0	8.0%	-7%	-10	-6	-22%	31*	2%
C=CCn1c(O)c(C(CC)=Nc2cccc(C(=O)O)c2)c(=O)[nH]c1=O
→ 3	17	-0.1%	-8%	0	4	14%	4	1%
COc1ccc(Oc2c(C)oc3cc(OC(=O)N(C)C)ccc3c2=O)cc1
→ 4	-7	1.8%	-1%	-3	-5	-1%	4	0%
CC(C)Cc1nc2cccnc2n1C1CCNCC1
→ nt	12	-0.4%	-3%	0	3	-2%	1	5%
CC/C(=N\Nc1ccccc1)c1c(O)n(-c2ccc(OC)cc2)c(=O)[nH]c1=O
→ 7	7	4.9%	2%	0	-7	12%	0	2%
Cc1cc(C(=O)OCC(=O)Nc2cccc(F)c2)c(C)n1C1CC1
→ 0	-8	-0.1%	3%	-1	17	-7%	4	-2%
CN1CCc2c(C#N)c(Cl)nc(Cl)c2C1
→ 6	2	-0.3%	1%	-4	-3	-14%	2	6%
COCCNC(=O)c1c(N)n(CCC(C)C)c2nc3ccccc3nc12
→ 6	8	2.7%	-2%	-5	10	2%	-1	-9%
Cc1c2ccncc2c(C)c2c1[nH]c1ccccc12
→ nt	-3	0.4%	?	-2	-24	10µM*	33*	?
CN(C)c1ccc(NC(=O)c2sc3nc4c(cc3c2N)N2CCC4CC2)cc1
→ nt	5	-2.4%	1%	-3	-6	-2%	-1	0%
COP(C)(=O)c1c(C)nn(-c2ccccc2)c1C (centres undefined)
→ -16	3	0.3%	?	-3	3	nt	3	1%
COc1cc(C)c(CN2CCN(c3ccccc3)CC2)cc1C
→ -11	-18	0.4%	-5%	-8	-12	-3%	3	1%
c1coc(CNCCc2c[nH]c3ccccc23)c1
→ 7	-15	-0.9%	1%	-3	-2	2%	5	-9%
O=c1[nH]c(O)c(C=Nc2ccccc2Oc2ccccc2)c(=O)[nH]1
→ -9	9	4.4%	-1%	-2	-2	-12%	2	-5%
CN1C(=O)N(C)C(=O)C2(Sc3ccccc3C2=O)C1=O
→ -2	-2	1.9%	0%	-7	-14	-5%	2	2%
CC(C)(C)NCC(O)c1cc(Cl)c(N)c(Cl)c1 (centres undefined)
→ 18	-7	1.0%	-1%&-8%&-5%&-3%	-1	-11	7%	2	1%
N#CCCCCC#N
→ 13	nt	nt	-4%	nt	nt	-8%	nt	2%
CC(C)[C@@]1(NC(=O)[C@@H]2C=C3c4cccc5[nH]cc(c45)C[C@H]3N(C)C2)O[C@@]2(O)[C@@H]3CCCN3C(=O)[C@H](Cc3ccccc3)N2C1=O
→ nt	-29	1.2%	nt	1	-1	nt	27	nt
C[C@@H]1CC2(CCCC[N+]2(C)C)C[C@H]1C
→ -9	nt	2.4%	-7%	-4	7	9%	3	0%
COc1ccccc1-n1c(O)c(/C=C2\C=Nc3ccccc32)c(=O)[nH]c1=O
→ nt	2	0.5%	-4%	-2	7	?	9	-6%

(further entries)
Order of results: RXFP1 antag	D2 PAM	RXFP1 agonist	Glioma ERSR ind	D1 potentiator	D1 antagonist	Vif-APOBEC3F blk	D1 ag	Vif-A3G inh
COc1ccc(C(=O)OC2C[C@H]3CC[C@H](C2)N3C)cc1OC (some centres undefined)
→ nt	-7	0.0%	-3%	-2	16	3%	0	3%
COC1=CC=C2[C@H]3Cc4ccc(OC)c5c4[C@@]2(CCN3C)[C@H]1O5
→ -1	-1	5.2%	-6%&-4%	-4	5	-12%	1	1%
Cc1ccc(Cn2nnnc2CN2CCC(n3nnc4ccccc43)CC2)cc1
→ 5	-24	2.1%	-2%	-3	-23	-3%	0	1%
CC1=C2[C@H]3OC(=O)[C@@H](C)[C@@H]3CC[C@@]2(C)C=CC1=O
→ 10	-2	1.5%	-1%&-3%	-8	-16	6%	2	1%
Nc1ccncc1Cl
→ 15	-1	-1.0%	-3%	0	5	-5%	2	3%
CCN1CCN(c2ccc(N)c(C)c2)CC1
→ -11	-9	0.4%	-4%	-1	5	4%	-1	1%
COC(=O)C1=C(c2ccc(F)cc2F)C[C@@H]2CC[C@H]1N2C(=O)NCc1ccc2c(c1)OCO2
→ nt	-4	2.5%	-4%	3	-2	1%	-1	-4%

Compound activity deposited in PubChem BioAssay by National Center for Advancing Translational Sciences (NCATS).
